Screening data as filed in PubChem BioAssay.
Gal4-VP16 FLuc – inhibits Gal4-VP16 luciferase reporter, ROR gamma counter-screen; Drosophila S2 Gal4-VP16 UAS-luciferase, luminescence, 20 h; Potency, µM (top dose mostly 53.6 µM), inactives show top-dose activity, negative = inhibition, actives largely listed as inhibitors; 3.5% of 310,000 active;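 note: Gal4-VP16 expression switched on by copper sulfate through the metallothionein promoter; potency is the fitted concentration of half-maximal effect; % is set by controls: 0 for no effect and ±100 for the full control effect; nearly all actives have a fitted effect of over 50% in size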
NPC1 prom act – activates the NPC1 promoter; Potency, µM (top dose mostly 9.22 µM), without a hit: at the top dose activation, actives largely listed as activators; 2.4% of 320,000 active; Huh7 NPC1 promoter luciferase reporter, 24 h; AID 485313;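 note: potency is the fitted concentration of half-maximal effect; % of control where 0% means no effect; nearly all actives have a fitted effect of over 60% in size; reporter is driven by a mutant NPC1 promoter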
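Luminescence from an NPC1 promoter-driven luciferase reporter in stably transfected Huh7 cells was measured after 24 h compound treatment at 37 °C, followed by 10 min ambient incubation with luciferase detection reagent.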
TRPV1 ag – human TRPV1 agonism; Q8NER1; TRPV1-expressing cells, Fluo-8 calcium influx, agonist mode; activation, % at 8.33 µM; 0.19% of 320,000 active; in the data active = activation above about 80%; inconclusive = between about 30% and that limit; note: 0% is about no effect
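Fluo-8 calcium influx in TRPV1-expressing cells, kinetic read (ex 480/em 520 nm). Compound added and read 3 min for agonist activity, followed by capsaicin at EC20 final and 2 min further read for enhancement.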
FLuc counter – firefly luciferase modulation, counter-screen for miR-21 project | P08659 | purified FLuc, Km substrates, luminescence inhibition | Potency, µM (doses to about 57.5 µM), inactives show top-dose activity change, negative = inhibition, hits mostly inhibitors | 6.9% of 360,000 active | AID 588342;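 note: potency is the fitted concentration of half-maximal effect; plate controls were vehicle for no effect and reference inhibitor for full effect; nearly all actives have a fitted effect of over 55% in size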
Target sequence (P08659 whole entry, looked up): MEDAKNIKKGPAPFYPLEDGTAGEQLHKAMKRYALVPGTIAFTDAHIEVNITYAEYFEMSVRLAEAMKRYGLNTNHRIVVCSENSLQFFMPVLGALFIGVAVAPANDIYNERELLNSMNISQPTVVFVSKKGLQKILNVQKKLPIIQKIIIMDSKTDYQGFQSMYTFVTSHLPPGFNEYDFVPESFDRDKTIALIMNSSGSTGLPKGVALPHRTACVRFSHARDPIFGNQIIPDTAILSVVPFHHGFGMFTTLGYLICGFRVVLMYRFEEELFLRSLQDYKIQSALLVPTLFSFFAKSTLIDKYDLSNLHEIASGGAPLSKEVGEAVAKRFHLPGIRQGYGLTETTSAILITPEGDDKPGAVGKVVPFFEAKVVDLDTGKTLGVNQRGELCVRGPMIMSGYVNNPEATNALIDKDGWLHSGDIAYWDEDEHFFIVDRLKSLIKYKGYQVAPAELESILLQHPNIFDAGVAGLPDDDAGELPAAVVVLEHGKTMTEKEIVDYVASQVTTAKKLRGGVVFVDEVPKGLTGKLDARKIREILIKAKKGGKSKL
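Purified P. pyralis luciferase, 10 nM final, with Km-level 10 uM D-luciferin and 10 uM ATP in 50 mM Tris acetate pH 7.5, 10 mM Mg acetate, 0.01% Tween-20, 0.05% BSA; 6-point qHTS titration about 60 µM downward; luminescence read.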
BRCA1 expr act – activators of BRCA1 expression; MCF7-BRCA1-FFLuc reporter, luminescence, 48 h; response scale: scaled: vehicle 0%, 10 µM genistein 100%; Potency, µM (doses to about 46.1 µM), without a hit: top-dose activation, hits mostly activators; 1.1% of 380,000 active; AID 624202; note: potency is the fitted concentration of half-maximal effect; nearly all actives have a fitted effect of over 80% in size; some results filed as inactive show a strong effect at the top dose
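First, MCF7-BRCA1-FFLuc cells (2000/well) attach for 2 h; next, compounds are pin-added and incubated 48 h at 37 °C; finally, luciferase reagent is added and luminescence read after 15 min.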
Tb PFK block – blocks T. brucei phosphofructokinase | 0.17% of 330,000 active | T. brucei PFK, ADP-Glo luminescence | O15648 | Potency, µM (titrated, usually from 57.5 µM), inactives show at the highest dose activity, negative = inhibition, usual class: inhibitors;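 note: potency is the fitted concentration of half-maximal effect; 0% = uninhibited 1x PFK enzyme wells and -100% = no-enzyme wells; nearly all actives have a fitted effect of over 60% in size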
Target sequence (O15648 whole entry, looked up): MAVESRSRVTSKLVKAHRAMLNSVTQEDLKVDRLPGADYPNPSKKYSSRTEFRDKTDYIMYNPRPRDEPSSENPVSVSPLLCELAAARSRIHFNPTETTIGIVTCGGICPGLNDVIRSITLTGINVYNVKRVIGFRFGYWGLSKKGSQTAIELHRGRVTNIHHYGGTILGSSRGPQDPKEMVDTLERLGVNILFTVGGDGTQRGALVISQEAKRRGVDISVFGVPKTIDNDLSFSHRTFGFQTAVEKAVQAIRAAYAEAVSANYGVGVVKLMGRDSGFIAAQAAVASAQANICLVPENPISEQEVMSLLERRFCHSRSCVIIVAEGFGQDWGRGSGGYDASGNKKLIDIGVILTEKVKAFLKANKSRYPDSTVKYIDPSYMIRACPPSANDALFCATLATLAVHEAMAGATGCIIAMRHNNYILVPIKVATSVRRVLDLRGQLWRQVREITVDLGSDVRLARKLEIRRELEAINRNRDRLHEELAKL
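PFK 1.25 nM, F6P 0.5 mM, ATP 0.1 mM, 0.1 M TEA pH 8.0, 5 mM MgCl2, 0.01% Tween20, 0.1% BSA; 45 min RT. ADP-Glo readout. qHTS titration up to 57 uM; curves fitted, compounds curve-classed.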
ELG1 genotox – inducers of genotoxicity in HEK293T ELG1-luciferase cells; HEK293T ELG1-luciferase reporter, luminescence, 16 h; 1.3% of 330,000 active; Potency, µM (titrated, usually from 46 µM), without a hit: at the top dose activity change, positive = activation, actives largely listed as activators; note: potency is the fitted concentration of half-maximal effect; % of control where 0% means no effect; nearly all actives have a fitted effect of over 60% in size
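HEK293T cells expressing luciferase-tagged ELG1 were treated with compound or DMSO for 16 hr at 37°C. Luciferase activity was then read after 30 min with ONE-Glo at room temperature; rising signal flags genetic stress.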
p53 reactivator – restores transcriptional activity of mutant p53 | H1299 p53-A138V BP100-luciferase reporter, luminescence, 24 h | Potency, µM (series often up to 92.2 µM), for the others: at the highest dose activity change, positive = activation, most hits filed as activators | 0.063% of 320,000 active | AID 504706; note: potency is the fitted concentration of half-maximal effect; % of control where 0% means no effect; nearly all actives have a fitted effect of over 45% in size
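p53-null H1299 cells stably carrying temperature-sensitive p53-A138V and a BP100-luciferase reporter were pinned with compounds (4-point, 1:5 series) and held 24 hrs at 37 deg C. Luminescence was read 10 min after detection reagent.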
ELG1 DNA repair – ELG1-dependent DNA repair inhibition; 2.3% of 330,000 active; AID 504467; Potency, µM (series often up to 46.1 µM), without a hit: top-dose activity change, negative = inhibition, usual class: inhibitors; HEK293T ELG1-luciferase reporter, luminescence, 16 h; DNA damage induced by 5-fluorouridine; note: potency is the fitted concentration of half-maximal effect; % is set by controls: 0 for no effect and ±100 for the full control effect; nearly all actives have a fitted effect of over 55% in size
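Reporter activity after DNA damage by 5-fluorouridine is monitored. Compound-treated cells incubate 16 hr at 37 °C, then ONE-Glo is added for 30 min before luminescence reading.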
Rab9 prom act – activates the Rab9 promoter. Huh7 Rab9 promoter-luciferase reporter, luminescence, 24 h. Potency, µM (series often up to 9.22 µM), without a hit: top-dose activation, negative = inhibition, actives largely listed as activators. 2.8% of 320,000 active; note: potency is the fitted concentration of half-maximal effect; % of control where 0% means no effect; nearly all actives have a fitted effect of over 60% in size
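Huh7 cells stably carrying Rab9 promoter–luciferase reporter, plated 1500 cells/well, compound added after 2 h and incubated 24 h at 37 °C; luciferase luminescence then read after 10 min with detection reagent.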
RORgamma inh – blocks mouse ROR gamma transcriptional activity; 5.4% of 310,000 active; Drosophila S2 Gal4-RORgamma UAS-luciferase reporter, 20 h; Potency, µM (titrated, usually from 53.6 µM), for inactives: top-dose activity change, negative = inhibition, usual class: inhibitors; P51450; note: potency is the fitted concentration of half-maximal effect; % is set by controls: 0 for no effect and ±100 for the full control effect; nearly all actives have a fitted effect of over 60% in size
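Schneider cells (Drosophila), stable Gal4 DBD–ROR gamma + UAS-luc; 1 hr cmpd preincubation; Cu2+ induction 700 uM final; 20 hr ambient; luminescence.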
An asterisk follows results filed as active; ? = inconclusive; nt = no result given; & = joins results of further samples; [ ] = dose if it differs, or a comment. Unless noted, calls come from the whole dose curve; as a rule, active = well fitted curve in the direction sought with a large enough effect; inconclusive = small, poorly fitted or top-dose-only effect, or another doubt; inactive = no such curve, though single readings can be large; an effect the other way counts as inactive or inconclusive.

SMILES	Gal4-VP16 FLuc	NPC1 prom act	TRPV1 ag	FLuc counter	BRCA1 expr act	Tb PFK block	ELG1 genotox	p53 reactivator	ELG1 DNA repair	Rab9 prom act	RORgamma inh
CCOC(=O)C1CCCN(C(=O)c2ccccc2NS(=O)(=O)c2ccc(F)cc2)C1 (centres undefined)	nt	nt	nt	nt	-5%	0%	-3%	-2%	?	nt	nt
Cc1ccc(NC(=O)c2cn(CCC#N)nc2-c2cccs2)c([N+](=O)[O-])c1	-2%	1%	-8	0%	5%	0%	2%	8%	?	4%	?
Cc1ccc(S(=O)(=O)Nc2cc(C(C)C)c(O)cc2C)cc1	?	-2%	14	-1%	-1%	12%	-3%	-6%	-10%	-7%	-56%
COc1cccc(COCCN2CCN(S(=O)(=O)c3ccc(C)cc3)CCC2=O)c1	-1%	1%	10	-1%	3%	-2%	1%	-3%	0%	-2%	26%
COc1ccc(CCNC(=O)CN(C2CCCCC2)S(C)(=O)=O)cc1	3%	2%	2	2%	7%	-8%	-5%	-3%	4%	4%	12%
COc1cc(C(=O)N/N=C/c2ccc(OC(=O)c3ccccc3Cl)c(OC)c2)ccc1O	2%	1%	2	?	4%	2%	-3%	-4%	2%	-11%	-13%
CC1(C)CN(c2cccc(C#N)c2)C1=O	-4%	1%	2	-1%	4%	-11%	6%	-3%	10%	12%	12%
C(=N\n1cnnc1)/c1ccc2c(c1)OCO2	0%	-2%	nt	2%	-3%	0%	1%	1%	-1%	8%	-1%
COC(=O)c1ccc(NC(=O)COC(=O)C2CCC2)cc1	nt	-1%	6	?	11%	11%	3%	3%	18%	-2%	nt
Cc1cc(C)n(C(=O)CCC2COc3ccccc3O2)n1 (centres undefined)	22%	-2%	10	-15%	0%	23%	-1%	6%	7%	2%	-4%
CC(C)Nc1nc(NC(C)C)nc(N(C)n2cnnc2)n1	-16%	0%	10	10%	-2%	3%	-6%	-2%	12%	1%	-38%
CC(=O)N1CCN(c2ccc(Nc3nc(C)nc4c3oc3ccccc34)cc2)CC1	0%	-6%	1	-3%	-17%	3%	-30%	-4%	?	-4%	1%
O=C(O)C1(P(=O)(c2ccc(Cl)cc2)c2ccc(Cl)cc2)CCCC1	0%	-3%	-2	-2%	-10%	0%	-2%	-4%	-4%	2%	9%
O=C1/C(=C/c2ccc([N+](=O)[O-])cc2)CCc2ccccc21	?	28%	6	0.15µM*	nt	-8%	7.3µM*	11µM*	?	?	?
COc1ccc(/C=N/NC(=O)C(=O)NCc2cccnc2)cc1	12%	1%	2	-13%	7%	6%	-21%	0%	10%	-1%	3%
COc1ccccc1CNS(=O)(=O)c1ccc2c(c1)N(C(C)=O)CCO2	-8%	-1%	5	-2%	-25%	-19%	-2%	-4%	3%	0%	19%
CCOC(=O)n1cc(C(=O)c2ccccc2O)cn1	-3%	-4%	1	?	5%	4%	0%	11%	1%	-4%	-3%
Cc1ccc(-c2noc(CCC(=O)NCc3ccco3)n2)cc1	-22%	4%	-3	-16%	-17%	-3%	8%	26%	28%	-3%	-24%
Cn1cccc1-c1cc(C(=O)N/N=C/c2cc(Br)ccc2O)[nH]n1	10µM*	-30%[inhibitor]	-1	-18%	-70%	-3%	?	14%	?	-26%	7.1µM*
CCC(=O)OCC(=O)Nc1cc([N+](=O)[O-])ccc1Cl	1%	-8%	0	0%	27%	4%	0%	10%	0%	16%	-11%
Nc1nnc(CCc2ccccc2)s1	-13%	12%	-3	-1%	9%	-1%	-5%	1%	?	2%	-3%
Fc1ccc(C2=Nn3c(Cc4ccccc4F)nnc3SC2)cc1	2%	-5%	?	5%	-11%	-9%	2%	-14%	-4%	10%	11%
CC1CN(C(=O)c2cc(-c3ccc(Cl)s3)nc3ccccc23)CC(C)O1 (centres undefined)	nt	-2%	4	?	-34%	8%	0%	7%	-19%	-4%	nt
COc1ccc(NC(=O)c2c(F)c(F)c(F)c(F)c2F)cc1Cl	-10%	4%	?	5%[2.3 µM]	-5%	-10%	-4%	2%	-18%	0%	-8%
COc1ccc(N=Nc2[nH]c3ccc(C)cc3c2O)cc1	6%	7%	8	-11%	-28%	6%	13%	?	?	24%	?
(list continues)
SMILES	Gal4-VP16 FLuc	NPC1 prom act	TRPV1 ag	FLuc counter	BRCA1 expr act	Tb PFK block	ELG1 genotox	p53 reactivator	ELG1 DNA repair	Rab9 prom act	RORgamma inh
COc1ccc2c(c1OC)C(=O)OC2N1C(=O)CC[C@H]1C(=O)Nc1ccc(F)cc1F (some centres undefined)	-4%	-2%	-2	0%	2%	-2%	-3%	7%	-15%	0%	-13%
CCOc1ccc(-c2n[nH]c(C)c2Oc2ccc(OC)cc2)c(O)c1	5µM*	3%	20	-11%	-37%	1%	4%	23%	0%	-1%	2.2µM*
COCC(=O)N(Cc1cc2cc(OC)ccc2[nH]c1=O)c1ccccc1OC	1%	?	-2	1%	-26%	4%	-1%	3%	?	5%	16%
COc1ccccc1C(CCNCc1ccc(N(C)C)cc1)c1ccc(OC(C)C)cc1 (centres undefined)	-15%	-3%	8	-1%	-95%[inhibitor]	3%	-8%	-9%	-5%	-6%[1.84 µM]	?
COc1cc2ncc(C(=O)c3ccccc3)c(N3CCN(Cc4ccccc4)CC3)c2cc1OC	-5%	-4%	?	-1%	-87%	-4%	-23%	-6%	?	-7%	40%
CCOC(=O)c1c(CN2CCOCC2)n(C)c2cc(Br)c(O)c(CN(C)C)c12	7%	1%&4%	-1&1	2%&3%	-1%&16%	-14%&2%	-1%&-4%	-8%&-4%	?	-1%&-3%	11%[0.365 µM]
CCNc1ccc(S(=O)(=O)N(C)C)cc1NCC(=O)Nc1ccc(F)c(Cl)c1	?	-1%	?	3%	-50%	-7%	-4%	-9%	?	0%	?
CCn1c(=O)c([N+](=O)[O-])c(NC2CCS(=O)(=O)C2)c2ccccc21 (centres undefined)	-4%	0%	6	-1%	-3%	-11%	0%	-1%	13%	8%	-38%
CC(=O)c1ccccc1NC(=O)COC(=O)c1cc2ccccc2[nH]1	nt	8%	3	-1%	-46%	-5%	1%	4%	-22%	0%	nt
O=C(Nc1ccccc1N1CCN(C(=O)c2ccc(Cl)cc2)CC1)c1cccnc1	3%	-5%	2	2%	-1%	2%	-10%	-16%	?	-2%	11%
COC(=O)C1CCCN1C(=O)c1cccs1 (centres undefined)	-3%	1%	0	4%	-31%	-3%	1%	-1%	-11%	1%	-12%
COCC(=O)N1CCC(Oc2ccc(C(=O)N(C)CCCC3CCCC3)cc2)CC1	-27%	-7%	7	-1%	-43%	0%	-1%[9.26 µM]	6%	-13%	-1%	8%
CC1CCN(C(=O)COC(=O)c2cc(S(=O)(=O)N3CCOCC3)ccc2Cl)CC1	nt	-3%	29	-17%	12%	7%	0%	-1%	9%	-12%	nt
COc1ccc(NC(=O)NC(C)c2ccc3c(c2)OCO3)cc1OC (centres undefined)	-5%	-3%	?	-4%	19%	-2%	-3%	-10%	-21%	-3%	38%
CC(C)(C)OC(=O)NCCc1nnc(SCC(N)=O)o1	-9%	0%	-2	3%	0%	-4%	-3%	-1%	7%	0%	?

7 structures already listed, ordered by SMILES length, low to high.
SMILES	Gal4-VP16 FLuc	NPC1 prom act	TRPV1 ag	FLuc counter	BRCA1 expr act	Tb PFK block	ELG1 genotox	p53 reactivator	ELG1 DNA repair	Rab9 prom act	RORgamma inh
Cc1cc(C)n(C(=O)CCC2COc3ccccc3O2)n1 (centres undefined)	22%	-2%	10	-15%	0%	23%	-1%	6%	7%	2%	-4%
COc1ccc(N=Nc2[nH]c3ccc(C)cc3c2O)cc1	6%	7%	8	-11%	-28%	6%	13%	?	?	24%	?
CCC(=O)OCC(=O)Nc1cc([N+](=O)[O-])ccc1Cl	1%	-8%	0	0%	27%	4%	0%	10%	0%	16%	-11%
CCOc1ccc(-c2n[nH]c(C)c2Oc2ccc(OC)cc2)c(O)c1	5µM*	3%	20	-11%	-37%	1%	4%	23%	0%	-1%	2.2µM*
CC1CN(C(=O)c2cc(-c3ccc(Cl)s3)nc3ccccc23)CC(C)O1 (centres undefined)	nt	-2%	4	?	-34%	8%	0%	7%	-19%	-4%	nt
CCn1c(=O)c([N+](=O)[O-])c(NC2CCS(=O)(=O)C2)c2ccccc21 (centres undefined)	-4%	0%	6	-1%	-3%	-11%	0%	-1%	13%	8%	-38%
COc1ccc2c(c1OC)C(=O)OC2N1C(=O)CC[C@H]1C(=O)Nc1ccc(F)cc1F (some centres undefined)	-4%	-2%	-2	0%	2%	-2%	-3%	7%	-15%	0%	-13%
